# Keap1 Nrf2 FP: Keap1-Nrf2 protein-protein interaction inhibitors, primary screen, biochemical, fluorescence polarization, single point; inhibition, % at 9.4 µM; Keap1 Kelch-Nrf2 peptide fluorescence polarization, 1536-well; Kelch-like ECH-associated protein 1 (Homo sapiens), Q14145; 0.15% of 340,000 active; AID 504523, 2011; in the data active = inhibition above about 12%;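 also: human Keap1 Kelch domain with fluorescein labeled Nrf2 9mer peptide probe; 0% = neutral control wells and 100% = peptide positive control; higher means more block of Keap1 binding to Nrf2 peptide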
# Rtt109 HAT inh: inhibitors of C. albicans Rtt109/Vps75 HAT, primary screen, biochemical, ThioGlo CoA-SH fluorescence, plate reader; 0.16% of 330,000 active; purified Rtt109/Vps75, 4 h; inhibition, % at 34.9 µM; AID 540336, 2011;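 active = inhibition of at least 50% in every replicate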
# Target sequence (Q5AAJ8 whole entry, looked up): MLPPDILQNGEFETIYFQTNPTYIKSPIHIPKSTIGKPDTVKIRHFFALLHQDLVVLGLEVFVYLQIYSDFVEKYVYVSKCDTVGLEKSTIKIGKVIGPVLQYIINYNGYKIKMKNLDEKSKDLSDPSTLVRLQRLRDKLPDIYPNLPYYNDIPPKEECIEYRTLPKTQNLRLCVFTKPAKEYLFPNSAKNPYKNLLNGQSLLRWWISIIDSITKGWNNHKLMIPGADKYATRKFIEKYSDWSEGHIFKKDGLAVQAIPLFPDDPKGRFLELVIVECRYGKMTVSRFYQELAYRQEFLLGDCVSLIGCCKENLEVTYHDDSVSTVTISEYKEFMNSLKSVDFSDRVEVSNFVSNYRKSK
# dFosB act: activators of delta FosB homodimer, primary screen, biochemical, fluorescence polarization, TAMRA-CDK5 oligo, single point. Protein FosB (Mus musculus), P13346. purified delta FosB; percent of positive-control signal above neutral wells. activation, % at 25 µM. 0.99% of 340,000 active. AID 493131, 2011;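 active = mean activation above about 17%, with every replicate also reaching it, limit read from the data, passing the limit was not always enough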;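 also: fluorescence polarization rise as delta FosB binds a TAMRA Cdk5 AP-1 oligo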
# Target sequence (P13346 whole entry, looked up): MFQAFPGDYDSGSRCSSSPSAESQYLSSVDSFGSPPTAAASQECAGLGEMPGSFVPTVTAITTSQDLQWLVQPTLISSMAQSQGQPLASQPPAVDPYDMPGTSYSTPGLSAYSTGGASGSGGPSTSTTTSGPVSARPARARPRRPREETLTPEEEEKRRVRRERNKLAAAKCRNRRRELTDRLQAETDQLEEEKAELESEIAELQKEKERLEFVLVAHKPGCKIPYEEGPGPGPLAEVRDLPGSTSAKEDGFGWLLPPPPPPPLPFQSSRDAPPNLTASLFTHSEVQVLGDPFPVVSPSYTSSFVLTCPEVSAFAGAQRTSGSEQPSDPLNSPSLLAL
# PfHsp90 yeast 2: growth inhibition of PfHsp90-expressing yeast, primary screen, antimalarial PfHsp90 inhibitor project, S. cerevisiae, BacTiter-Glo luminescence, single point, set 2; BacTiter-Glo ATP, 48 h; yeast lacking PDR1 and PDR3 efflux regulators; inhibition, % at 9.4 µM; 0.32% of 310,000 active;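 active = every replicate shows inhibition above about 80%, whatever the replicate mean, limit read from the data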;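 also: 0% = DMSO neutral controls and 100% = 20 µM radicicol positive controls; yeast relying on Plasmodium falciparum Hsp90 in place of its own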
# NSD2 inh: NSD2 histone methyltransferase inhibitors, primary screen, biochemical, AlphaScreen, single concentration, set 2; Histone-lysine N-methyltransferase NSD2 (Homo sapiens), O96028; NSD2 peptide methylation, 120 min; inhibition, % at 12.5 µM; 0.54% of 310,000 active; in the data active = inhibition above about 50%
# Mot1-301 SUMO: yeast Mot1-301 growth rescue at high temperature, primary screen, SUMOylation pathway inhibitor project, S. cerevisiae, ATP luminescence, 38.5C; S. cerevisiae Mot1-301 growth rescue; percent above DMSO median, 100 means doubled; growth rescue, % at 18.8 µM; 1% of 320,000 active;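 active = every valid replicate shows activation above 250% relative to neutral control wells; inactive = the rest, any valid replicate at or below 250%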;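 also: OY570 slx delta 5 strain wells were the positive control but not used for scaling; some compounds called inactive have numbers as strong as hits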
# C-LANA FP: inhibitors of KSHV C-LANA binding to DNA, primary screen, biochemical, fluorescence polarization, FAM-LBS DNA, MBP-C-LANA, single point. Kaposi's sarcoma herpesvirus LANA C-terminal domain (residues 932-1162) DNA binding. inhibition, % at 9 µM. 0.078% of 340,000 active. AID 504423, 2011;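 active = highest replicate inhibition at or above 60% at 9 µM, even if other replicates fall short; inactive = all replicates below 60% inhibition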;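 also: 0% = neutral control wells and 100% = 4 µM acridine orange control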
# RTF Ca sens act: cardiac RTF calcium sensitivity activators, primary screen, biochemical, IANBD-TnC fluorescence, EC20 calcium; AID 493008, 2010; IANBD-labeled TnC RTF fluorescence at EC20 calcium; 0% EC20 calcium, 100% full calcium; Troponin I, cardiac muscle (Homo sapiens) + Troponin T, cardiac muscle (Homo sapiens) + …; activation, % at 7.2 µM; 0.24% of 340,000 active;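 active = activation above the mean over all tested compounds plus 3 SD, cut at about 30% in these data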;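 also: rise in fluorescence read as greater calcium sensitivity of cardiac thin filaments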
# PvdQ inh: P. aeruginosa PvdQ acylase inhibitors, primary screen, biochemical, fluorescence, plate reader and imaging, single point; PvdQ acylase [Pseudomonas aeruginosa LESB58]; purified PvdQ acylase; inhibition, % at 10 µM; 0.063% of 340,000 active; AID 488965, 2010; in the data active = inhibition above about 30%, passing the limit was not always enough;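 also: 0% = vehicle neutral wells and 100% = reference inhibitor wells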
# CDK5 inh: inhibitors of human CDK5/p35 kinase, primary screen, biochemical, single concentration. Cyclin-dependent kinase 5 (Homo sapiens) + Cyclin-dependent kinase 5 activator 1 (Homo …. Recombinant CDK5/p35, ADP-Glo luminescence, 60 min. inhibition, % at 10 µM. 0.01% of 330,000 active. AID 488839, 2010;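 active = highest replicate inhibition of at least 50% and at least 75% of replicates reaching 50%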;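 also: plate controls were DMSO neutral control for no effect and GW8510 at 10 µM for full effect; many of its hits are not listed in these tables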
# Cardiac RTF inh: cardiac RTF calcium sensitivity inhibitors, primary screen, biochemical, IANBD-TnC fluorescence, EC70 calcium. Troponin I, cardiac muscle (Homo sapiens) + Troponin T, cardiac muscle (Homo sapiens) + …. IANBD-labeled cardiac RTF, Ca2+ fluorescence. inhibition, % at 7.15 µM. 0.12% of 340,000 active. AID 493244, 2011;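 active = inhibition above the mean inhibition of all tested compounds plus 3 SD, cut at about 17% in these data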;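 also: assay run at fixed EC70 calcium of 1.6 mM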
# * marks the source's active call; other numbers are inactive results; / = not tested or not shown. The order is random. Share with any hit: about 3.2%.
# Results follow in this order: Keap1 Nrf2 FP, Rtt109 HAT inh, dFosB act, PfHsp90 yeast 2, NSD2 inh, Mot1-301 SUMO, C-LANA FP, RTF Ca sens act, PvdQ inh, CDK5 inh, Cardiac RTF inh
O=C(CCC1CCCN(C(=O)Cc2cccc(F)c2)C1)N1CCN(c2ccccn2)CC1 (centres undefined)
    2, -11, 0, -69, 3, 426*, -1.3, 2, -7, -1.7, -12
O=S(=O)(NCC1CCCO1)c1cc(Cl)ccc1Br (centres undefined)
    2, /, 0, -2, -1, 467*, -0.2, -8, 1, -0.3, 3
O=C(NCCCN1CCCCC1)C1CCN(S(=O)(=O)N2CCC3(CC2)OCCO3)CC1
    1, -9, 0, 3, 1, -2, 0.9, -1, 7, 2.5, 3
CC[C@]12c3[nH]c4cc(CCC(=O)N(C)C)ccc4c3CCN1C(=O)[C@@H](CC(=O)NC/C=C(\C)CCC=C(C)C)C[C@@H]2C(=O)N1CCN(C(=O)c2ccco2)CC1
    -8, 6, -24, -3, /, /, -2.1, 4, -16, 0.3, -5
Oc1ccc(NC(=S)N=Nc2c(O)[nH]c3ccccc23)cc1
    -5, 26, -2, -33, 20, 1, -1.2, -3, -2, -0.1, -1
CC(=O)Nc1ccc(S(=O)(=O)N2CCC(c3nnc(-c4ccc(C)cc4)o3)CC2)cc1
    -6, -3, -4, -29, /, 17, 1.0, 1, 3, -0.7, -14
Cn1c(SCC(=O)c2ccc3c(c2)NC(=O)CO3)nc2ccccc21
    2, -15, 39*, -13, 1, 5, -0.3, 2, -16, -2.0, 2
Cc1ccc(-c2nn(Cc3ccccc3)cc2C(=O)N2CCN(c3ccccn3)CC2)cc1
    -6, -2, -13, -7, 1, 3, -3.7, -4, -11, -1.9, -18
CCC(=O)Nc1cccc(Br)c1
    -5, -6, -6, 19, 3, 2, 1.2, 8, -7, 0.3, -11
CC(C)c1ccc(S(=O)(=O)N2CCCCC2)cc1
    -2, /, -2, -15, -2, 24, 0.1, -5, -10, -1.3, 12
COc1cccc(NC(=O)Nc2ccncc2)c1
    -1, 6, -3, -40, -3, 3, 2.2, 0, -17, -1.1, -6
Cc1cc(-c2ccccc2)nc(N/N=C/c2ccc([N+](=O)[O-])cc2)n1
    0, 21, -1, -11, 0, 218, 1.3, -17, 2, -0.6, -2
COc1ccc(N2C(=O)CS/C2=C\[N+](=O)[O-])cc1
    -2, 8, 2, /, 2, /, 0.1, -3, 7, -0.6, -3
O=C(NCc1ccccc1)C1CCCN(S(=O)(=O)c2cccnc2)C1 (centres undefined)
    -8, -2, -3, -1, -4, 4, 0.6, 10, -18, 2.2, -8
CCOC(=O)N/N=C/c1c(C)c(C(=O)c2ccc(F)cc2)n2ccccc12
    -2, 2, 2, 7, -2, -10, -0.1, -2, -16, -0.4, 3
COc1ccc(CNC(=O)c2coc(=O)c3ccccc23)cc1
    -2, 2, -1, -5, 2, -7, 0.9, -6, 5, 1.0, 15
CC(CCc1ccccc1)NC(=O)COc1ccc(S(=O)(=O)N2CCOCC2)cc1[N+](=O)[O-] (centres undefined)
    4, 16, -11, -9, 3, 10, 1.5, 5, 7, 1.1, -10
O=C(O)c1cc(-c2ccc(/C=N/N3C(=O)C4C5C=CC(C6CC56)C4C3=O)o2)ccc1Cl (centres undefined)
    -4, -2, -7, -6, 16, 295, 0.6, 1, -8, 1.8, -13
O=S(=O)(Nc1ccc2c(c1)OCO2)c1ccc(Cl)cc1F
    -1, 18, -12, 14, -3, 28, 1.4, 8, -8, -1.5, -12
Cn1cccc1CC(=O)N/N=C\c1cccs1
    0, 0, -7, -9, -3, -6, -0.2, -2, -3, -1.6, -10
COCCN(Cc1cc2cc3c(cc2nc1Cl)OCO3)C(=O)Nc1ccccc1OC
    -3, 7, -11, 17, /, -14, 2.4, 17, -3, 0.4, -9
Cc1ccc(/C=C/C(=O)NC(=S)Nc2ccc(S(=O)(=O)Nc3cc(C)on3)cc2)cc1
    -2, 9, -6, -8, /, -13, -0.9, -10, 15, -1.1, 11
CCc1cc2c(=O)c(-c3nc4ccccc4[nH]3)coc2c(CN2CCCCC2)c1O
    -1, 5, -14, -32, -3, 477*, -0.4, -2, -4, -1.3, -2
Cc1ccc(C)c(-n2nnnc2SCC(=O)NCCC2=CCCCC2)c1
    1, -7, -9, -20, 8, 287, -0.3, -3, 9, -1.9, 0
COc1ccccc1OCC(=O)N/N=C/c1c(O)ccc2ccccc12
    5, 2, 11, 5, -2, 15, 2.0, 3, -17, -3.1, -8
C/C(N)=C(/C#N)C(=O)CSc1nnc(-c2ccccc2Br)o1
    2, 3, 0, 5, /, 5, 5.2, -3, -3, 0.4, 6
Cc1c(C#N)c2ncn(Cc3ccccc3)c(=O)c2n1-c1ccccc1
    6, 8, -15, 9, -2, 26, 2.7, 2, -16, 0.0, -11
CC1=Nc2cc(C(=O)O)ccc2Sc2ccc(C)cc21
    -2, 12, -5, 8, 16, -17, 1.5, 19, -7, -1.3, -13
CCCC/C(O)=C1\C(=O)CCCC1=NCCc1c(C)[nH]c2ccccc12
    0, /, -7, 11, 2, 1, -0.1, 0, 3, 0.3, -1
C=CCNC(=O)c1cc(Cl)ccn1
    1, 5, -3, -7, 1, -11, 0.6, -8, 3, 1.4, 2
C/C(=N/NC(=O)c1cccc(C)c1)c1c(O)cc(C)oc1=O
    0, -8, -4, /, 0, -13, -0.6, 0, 3, -1.7, 1
Cc1nn(C)cc1CNC(=O)c1ccc(Br)o1
    -2, -1, 4, -66, -4, -24, -0.3, -3, -11, -0.5, -7
COC(=O)c1scc(C)c1S(=O)(=O)Nc1ccc(C)cc1
    0, 6, -3, 9, -2, -1, 0.6, 1, -11, 1.1, -9
O=S(=O)(O)c1cc(OS(=O)(=O)c2ccccc2)cc2ccccc12
    0, -1, 2, -24, -5, 8, 1.2, -6, -2, -1.5, -2
O=C(NC1CCCC1)C1CCN(C(=O)c2cccc(Cl)c2)CC1
    2, 2, -1, -1, 0, 145, -1.3, -9, 0, 0.1, 9
CCCN(C(=O)C1CC(=O)N(c2ccccc2C(C)CC)C1)C1CCS(=O)(=O)C1 (centres undefined)
    -5, -4, -6, /, /, 7, -1.3, -1, -14, 0.3, -4
C#CCSc1nc2[nH]ncc2c(=O)[nH]1
    -7, 2, -7, -6, 0, 6, 0.6, 20, -4, -0.1, -12
Cc1cc(N2CCN(C3CCCCC3)CC2)n2nc(C)nc2n1
    -6, 3, 1, -5, /, 12, -1.6, 1, -9, 1.2, -4
COc1cc(SC)ccc1C(=O)OCC(=O)NC1CC1
    0, 6, -4, -3, -1, -14, -0.4, 5, 3, 0.4, 6
Cc1ccc(C)c(NS(=O)(=O)c2ccccc2C)c1
    -2, -1, 3, 4, -6, -23, -0.5, -3, 3, -1.6, -1

# Some of these compounds in order of the Rtt109 HAT inh value, smallest number first:
SMILES	Rtt109 HAT inh
Cc1ccc(C)c(-n2nnnc2SCC(=O)NCCC2=CCCCC2)c1	-7
COc1ccccc1OCC(=O)N/N=C/c1c(O)ccc2ccccc12	2
Cc1cc(N2CCN(C3CCCCC3)CC2)n2nc(C)nc2n1	3
Cc1ccc(/C=C/C(=O)NC(=S)Nc2ccc(S(=O)(=O)Nc3cc(C)on3)cc2)cc1	9
CC1=Nc2cc(C(=O)O)ccc2Sc2ccc(C)cc21	12

# The list continues:
Molecule | Keap1 Nrf2 FP | Rtt109 HAT inh | dFosB act | PfHsp90 yeast 2 | NSD2 inh | Mot1-301 SUMO | C-LANA FP | RTF Ca sens act | PvdQ inh | CDK5 inh | Cardiac RTF inh
C[C@H](NC(=O)c1nc[nH]c1C(=O)N[C@@H](CCCCNC(=O)OC(C)(C)C)C(=O)OC(C)(C)C)C(=O)OCc1ccccc1 | -2 | -2 | 4 | -28 | / | -24 | 0.0 | -4 | 0 | 0.2 | -7
CCC(C(=O)NC1CCCC1)N(C(=O)Cn1nnc(-c2ccc(C)cc2)n1)C1CCCC1 (centres undefined) | -2 | 3 | 3 | -17 | -2 | 7 | 1.1 | 6 | -13 | 1.2 | -4
Cc1cc(S(=O)(=O)n2cnc3ccccc32)c(C)cc1Cl | -2 | -5 | -8 | -18 | -3 | 0 | -0.1 | -5 | -7 | 0.5 | -6
CS(=O)(=O)N1CCN(c2ncnc3c2cnn3-c2ccccc2)CC1 | 1 | 4 | -6 | / | -6 | -4 | -0.1 | -7 | 7 | -4.4 | 2
COc1cc(/C=C2/NC(=O)NC2=O)cc(Br)c1OCc1cccc(C(=O)O)c1 | 0 | 2 | -2 | -15 | -3 | 12 | 0.3 | -4 | 1 | 3.5 | -4
CC(C)CCn1cnc2c(NCc3ccccc3)ncnc21 | 3 | 7 | -6 | / | -1 | -7 | 0.2 | 1 | -14 | -1.5 | -3
Cc1cc(C)c(S(=O)(=O)N(C)CC(=O)NCCCn2ccnc2)c(C)c1 | 1 | -3 | 11 | 23 | -3 | -15 | 0.0 | -5 | 8 | -0.2 | -4
O=C(CN1CCC(n2nnc3cc(F)ccc32)CC1)NC1CC1 | -2 | 18 | -3 | 28 | 1 | 41 | 1.2 | -9 | 2 | 2.1 | 12

# Some of the entries above in a different format.
SMILES: C[C@H](NC(=O)c1nc[nH]c1C(=O)N[C@@H](CCCCNC(=O)OC(C)(C)C)C(=O)OC(C)(C)C)C(=O)OCc1ccccc1
  Keap1 Nrf2 FP: -2
  Rtt109 HAT inh: -2
  dFosB act: 4
  PfHsp90 yeast 2: -28
  NSD2 inh: /
  Mot1-301 SUMO: -24
  C-LANA FP: 0.0
  RTF Ca sens act: -4
  PvdQ inh: 0
  CDK5 inh: 0.2
  Cardiac RTF inh: -7
SMILES: CCC(C(=O)NC1CCCC1)N(C(=O)Cn1nnc(-c2ccc(C)cc2)n1)C1CCCC1 (centres undefined)
  Keap1 Nrf2 FP: -2
  Rtt109 HAT inh: 3
  dFosB act: 3
  PfHsp90 yeast 2: -17
  NSD2 inh: -2
  Mot1-301 SUMO: 7
  C-LANA FP: 1.1
  RTF Ca sens act: 6
  PvdQ inh: -13
  CDK5 inh: 1.2
  Cardiac RTF inh: -4

# Screening results as filed in PubChem BioAssay.
